MBD2 inh: inhibitors of MBD2 binding to methylated DNA, primary screen, biochemical, TR-FRET, DNA-binding domain, human; inhibition, % at 4.4 µM; Methyl-CpG-binding domain protein 2 (Homo sapiens), Q9UBB5; AID 686964, 2013; actives 0.31% (n = 370,000); MBD2 binding to methylated oligonucleotide; in the data active means inhibition above about 13%
PRMT1 FP inh: PRMT1 methyltransferase inhibitors, primary screen, biochemical, fluorescence polarization. Protein arginine N-methyltransferase 1 (Homo sapiens), Q99873. recombinant PRMT1, activity-based probe fluorescence polarization. actives 1.3% (n = 370,000). AID 652257, 2013. inhibition, % at 2.79 µM;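 active means inhibition above about 21% made by adding two undisclosed values, limit read from the data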
SIAE primary: human SIAE inhibitors, primary screen, biochemical, fluorescence polarization, FP-Rh probe, 1536-well HTS. SIAE FP-Rh probe binding. inhibition, % at 9.66 µM. Sialate O-acetylesterase (Homo sapiens), Q9HAT2. actives 0.69% (n = 370,000);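 active means inhibition above a cutoff: mean of compounds within the control limits plus 3 SD of those, cut at about 17% in these data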;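 further: 0% = plate median of compound wells and 100% = probe without SIAE protein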
rCAG RNA binder: binders of r(CAG) RNA repeats, primary screen, biochemical, fluorescence; r(CAG) RNA repeat, TO-PRO-1 dye displacement fluorescence; inhibition, % at 3 µM; actives 1.3% (n = 370,000);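 active means inhibition above the plate cutoff, the mean of all test compounds on that plate plus 3 SD, cut at about 35% in these data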;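 further: 0% = DMSO alone and 100% = 100 µM mitoxantrone as full dye displacement; higher means more dye released from RNA so lower well fluorescence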
TCR CD3 inh: inhibitors of human TCR-CD3 interaction, primary screen, biochemical, fluorescence, TAMRA-labeled TCR probe; T-cell receptor (TCR); inhibition, % at 9.4 µM; actives 0.37% (n = 360,000); AID 651800, 2012; in the data active means inhibition above about 19%;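 further: recombinant mutant TCR 2C K166C tagged with TAMRA read by polarization; 0% = receptor in buffer alone and 100% = receptor with positive control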
mABHD4 FP: ABHD4 inhibitors, primary screen, biochemical, fluorescence polarization, mouse | (Lyso)-N-acylphosphatidylethanolamine lipase (Mus musculus), Q8VD66 | purified mABHD4, FP-Rh probe fluorescence polarization | inhibition, % at 8.92 µM | actives 0.54% (n = 370,000) | AID 720543, 2013;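 active means inhibition exceeding the mean over every tested compound plus 3 SD, cut at about 30% in these data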;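 further: 0% = plate median of compound wells and 100% = S159A mutant with DMSO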
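Assay system: Wild-type mouse ABHD4 protein | Medium: HEPES pH 7.0 buffer, 150 mM NaCl, 0.01% Pluronic F-127 | Incubation: Enzyme–compound pre-incubation 45 min, then probe 60 min, both 25 °C | Technique: Fluorescence polarization with parallel and perpendicular emission, 525/598 nm | Evaluation: % inhibition of FP-Rh probe binding versus controls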
GC-A act: GC-A stimulated cGMP production enhancers – HEK293 GC-A cells, cGMP TR-FRET, EC30 ANP, primary screen. 0% at EC30 ANP, 100% saturating ANP. AID 1671463, 2021. actives 0.14% (n = 370,000). activation, % at 10 µM. Atrial natriuretic peptide receptor 1 (Homo sapiens), P16066; in the data active means activation above about 40%
GC-B act: human GC-B receptor activators, primary screen, HEK293 GC-B cells, cGMP TR-FRET, EC30 CNP; 0% at EC30 CNP, 100% saturating CNP; actives 0.11% (n = 370,000); Atrial natriuretic peptide receptor 2 (Homo sapiens), P20594; activation, % at 10 µM;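 active means activation at 10 µM reaching about 35% in either raw or pattern-adjusted values, limit read from the data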
Target sequence (P20594 whole entry, looked up): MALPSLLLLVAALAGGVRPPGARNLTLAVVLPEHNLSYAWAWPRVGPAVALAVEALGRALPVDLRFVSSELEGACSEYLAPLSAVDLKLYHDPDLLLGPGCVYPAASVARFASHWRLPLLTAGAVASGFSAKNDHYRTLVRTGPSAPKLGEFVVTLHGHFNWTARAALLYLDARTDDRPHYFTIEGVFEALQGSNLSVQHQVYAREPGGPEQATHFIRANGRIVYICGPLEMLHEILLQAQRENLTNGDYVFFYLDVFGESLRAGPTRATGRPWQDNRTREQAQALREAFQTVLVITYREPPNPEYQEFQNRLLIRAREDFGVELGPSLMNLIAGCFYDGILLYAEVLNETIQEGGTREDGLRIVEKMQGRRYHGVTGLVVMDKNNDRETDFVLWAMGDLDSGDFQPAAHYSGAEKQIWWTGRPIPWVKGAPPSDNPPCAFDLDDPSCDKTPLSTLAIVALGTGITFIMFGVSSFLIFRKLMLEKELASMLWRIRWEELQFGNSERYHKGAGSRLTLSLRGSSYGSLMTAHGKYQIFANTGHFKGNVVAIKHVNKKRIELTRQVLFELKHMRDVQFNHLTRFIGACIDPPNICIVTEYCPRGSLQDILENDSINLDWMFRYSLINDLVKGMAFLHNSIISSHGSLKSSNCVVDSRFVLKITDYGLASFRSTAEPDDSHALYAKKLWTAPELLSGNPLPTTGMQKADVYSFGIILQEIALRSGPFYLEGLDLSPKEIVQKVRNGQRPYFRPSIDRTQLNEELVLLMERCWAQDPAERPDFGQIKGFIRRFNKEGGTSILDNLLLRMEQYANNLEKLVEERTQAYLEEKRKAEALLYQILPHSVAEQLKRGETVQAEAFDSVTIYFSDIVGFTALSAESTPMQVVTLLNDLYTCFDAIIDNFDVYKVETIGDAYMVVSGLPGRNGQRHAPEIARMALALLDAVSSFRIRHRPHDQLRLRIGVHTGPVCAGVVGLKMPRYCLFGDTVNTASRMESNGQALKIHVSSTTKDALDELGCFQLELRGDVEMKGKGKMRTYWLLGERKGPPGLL
UHRF1 binding: UHRF1 methylated DNA binding inhibitors, primary screen, counter-screen for MBD2 inhibitor project, biochemical, TR-FRET, human UHRF1, single concentration; E3 ubiquitin-protein ligase UHRF1 (Homo sapiens), Q96T88; UHRF1 binding to methylated oligo; inhibition, % at 4.4 µM; actives 0.75% (n = 370,000); AID 687016, 2013; in the data active means inhibition above about 21%;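 further: UHRF1 SRA domain binding a hemimethylated CpG hairpin DNA probe; 0% = median of test compound wells and 100% = reference inhibitor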
HTRA1 inhibitor: HTRA1 serine protease inhibitors, primary screen, biochemical, fluorescence polarization, HTS | recombinant HTRA1, FP-rhodamine activity-based probe | inhibition, % at 5.96 µM | actives 0.5% (n = 340,000); in the data active means inhibition above about 36%;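 further: 0% = enzyme with DMSO and 100% = wells lacking enzyme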
* = called active by the depositor; . = no result given. The list is partial (hit frequency here may not be typical).

smiles	GC-A act	mABHD4 FP	GC-B act	MBD2 inh	HTRA1 inhibitor	TCR CD3 inh	SIAE primary	PRMT1 FP inh	UHRF1 binding	rCAG RNA binder
CC(=O)Nc1sc2c(c1C(c1ccncc1)N1CCOCC1)CCCC2 (stereo not given)	-6	7	-7	2	6	-5	4	3	0	-4
CC(=O)Nc1cc(C(=O)N2CCCC2)ccc1Sc1ccc(C)cc1	-1	9	8	-2	-4	1	0	-1	-1	-5
COc1cc(CN2CCC(C(=O)NC(c3ccc(F)cc3)c3ccc4ccccc4n3)CC2)cc(OC)c1 (stereo not given)	-10	-8	-2	1	.	0	-1	-2	1	3
COc1cccc(Cn2cc(C)cc(NC(=O)NCc3ccccc3)c2=O)c1	-5	4	-7	-6	-8	5	3	-2	-4	4
O=C(NCc1cccnc1)Nc1cc(Cl)cc(Cl)c1	-2	-26	-5	8	-4	-4	-18	5	6	2
Cc1cc(C)n(CC(=O)NNC(=O)COc2ccc(F)cc2Br)n1	1	4	7	1	0	-5	-1	-1	0	0
CN(C(=O)c1cccc(NC(=O)C2CCN(C(=O)OC(C)(C)C)CC2)c1)C1CCC1	-2	0	-11	10	4	5	-5	-1	-2	-12
CCCCN(C)S(=O)(=O)c1ccc(C(=O)Nc2nnc(-c3ccco3)o2)cc1	-1	1	-4	0	4	1	-1	-5	-4	37*
CCOC(=O)c1ccc(NC(=O)C2(c3ccc(OC)cc3)CCCC2)cc1	-4	-14	5	-11	-51	8	-9	0	0	-2
COC(=O)[C@]12C[C@H](CC(=O)NCC34CC5CC(CC(C5)C3)C4)C(=O)N(Cc3ccccc3)C1=C[C@H](C1CCCC1)O[C@@H]2C	-6	5	-2	-8	.	2	-6	2	-1	11
CC(C)(C)C(=O)COC(=O)c1c2c(nc3ccccc13)CCC2	1	7	2	3	3	-1	-4	-3	0	9
NS(=O)(=O)c1ccc(CCNC(=O)c2ccc3c(=O)n4c(nc3c2)CCCCC4)cc1	2	-1	0	2	1	2	5	-2	-3	20
CCc1ccccc1NC(=O)CC(NCc1ccccc1)C(=O)O (stereo not given)	6	-2	1	-5	1	-2	-3	2	-2	2
COc1ccc(/C=C/C(=O)Nc2nc(C)cc(C)n2)cc1OC	-3	-1	-7	-5	5	3	-1	1	-4	1
O=C(O)C(=Cc1cccc([N+](=O)[O-])c1)c1ccccc1	2	-1	4	6	3	0	-4	-1	8	0
c1ccc(Cn2nnnc2C(c2cccnc2)N2CCN(c3ccccc3)CC2)cc1 (stereo not given)	1	2	0	0	-1	0	2	1	0	-4
Cc1cccc(C(=O)Nc2nnc(SCC(=O)Nc3ccc4c(c3)oc3ccccc34)s2)c1	-1	-4	3	3	-11	-6	8	1	3	3
COc1ccc(OC)c(-c2csc(NC(=O)C3=NN(c4ccccc4)C(=O)CC3)n2)c1	2	3	-2	5	-15	1	-5	0	1	10
Cc1nc(Cl)c(C(=O)Nc2cccc(F)c2)c(C)c1Cl	-1	2	6	-6	-9	8	1	2	0	1
O=C(CCC1CCCC1)NC1CCCCC1	-2	-5	-4	-3	3	3	3	-1	-2	-1
CCN(CC(=O)Nc1ccc(NC(C)=O)cc1)C(=O)c1cc(-c2ccccc2)nn1-c1ccccc1	-13	0	-1	1	-11	-9	-15	3	1	3
CN(C)CC(=O)Nc1cc(C(F)(F)F)ccc1Cl	5	-4	12	2	8	-7	-3	5	0	-1
O=C(CCS(=O)(=O)Cc1ccccc1)Nc1ccc2c(c1)OCCO2	0	4	-2	-4	3	5	-6	1	-1	-1
COc1ccc(CCNC(=O)CS(=O)(=O)c2cn(CC(=O)N(C(C)C)C(C)C)c3ccccc23)cc1OC	2	-5	-4	3	7	-2	-2	9	5	-8
O=c1cc(NC2CCCCC2)[nH]c(=O)[nH]1	2	10	4	13	3	1	0	-2	-1	1
CCCC1(C(=O)OCC)NC(c2ccc(OC)cc2OC)C2C(=O)N(c3ccc4c(c3)OCCO4)C(=O)C21 (stereo not given)	0	-2	1	-7	1	0	4	-2	-2	-7
O=C(NC1CCCCC1)C1Cc2ccccc2CN1S(=O)(=O)c1ccc(F)cc1 (stereo not given)	1	4	-8	0	-13	0	-5	2	2	-9
CC(C)(C)[C@H]1COC(=O)[C@@H](Cc2ccc(F)cc2)CC/C=C/C[C@@H](CC(=O)N[C@@H](CO)Cc2ccccc2)C(=O)N1	-2	4	-1	2	-12	4	-3	-3	0	-8
CCCc1c(C)nc(N2CCN(c3ccc(F)cc3)CC2)[nH]c1=O	-5	-1	-3	4	-4	3	6	0	-2	-1
CCCNC(=O)C[C@H]1CC[C@H]2[C@@H](COc3ccc(NC(=O)Nc4ccccc4)cc3C(=O)N2C)O1	2	10	-11	8	.	.	-4	-1	-1	5

Overlap with the part before: 2 entries, followed by the next part.
smiles	GC-A act	mABHD4 FP	GC-B act	MBD2 inh	HTRA1 inhibitor	TCR CD3 inh	SIAE primary	PRMT1 FP inh	UHRF1 binding	rCAG RNA binder
CCCc1c(C)nc(N2CCN(c3ccc(F)cc3)CC2)[nH]c1=O	-5	-1	-3	4	-4	3	6	0	-2	-1
CCCNC(=O)C[C@H]1CC[C@H]2[C@@H](COc3ccc(NC(=O)Nc4ccccc4)cc3C(=O)N2C)O1	2	10	-11	8	.	.	-4	-1	-1	5
COc1cc2c(cc1OC)-c1cc(Nc3ccc(C)cc3)nc(=O)n1CC2	10	-7	13	0	-3	-3	-4	-5	2	9
O=C(NC1CC1)c1ccc2nc([C@@H]3O[C@H](CO)[C@H](O)[C@H](O)[C@H]3O)[nH]c2c1	-1	-2	-3	3	.	-3	1	0	3	1
CCOC(=O)c1sc2c(c1C)c(=O)c(C(=O)OCC)cn2CC	7	-9	7	-2	0	2	1	-1	5	-3
O=C(O)c1ccccc1NC(=O)C1C2C=CC(C2)C1C(=O)O (stereo not given)	-2	3	4	-1	8	-2	-7	5	2	-2
CS(=O)(=O)c1ccc(NS(=O)(=O)c2ccc(Cl)c(C(=O)NCc3ccco3)c2)cc1	0	-5	0	-6	16	3	2	-4	0	6
CC1CN(C(=O)C(C)Sc2nnnn2C)CC(C)O1 (stereo not given)	-2	-6	5	2	-2	-5	0	7	1	-2
Cc1c(OCC(=O)NCCCN2CCCC2=O)ccc2c3c(c(=O)oc12)CCCC3	8	-8	-1	0	-4	-1	-4	0	1	-5
CCOc1ccc(NC(=O)N2CCC(n3nnc4ccccc43)CC2)cc1	-2	7	-5	1	4	5	6	1	-2	-2
CC1(C)OC(C(=O)NC2CCCCC2)C(C(=O)NC2CCCCC2)O1 (stereo not given)	-1	6	-2	-1	-3	0	0	-1	-2	-8
CC(NC(=O)c1ccccc1)c1nnc(SCC(=O)NC2CCCC2)n1C (stereo not given)	-1	8	1	2	11	5	-1	-2	0	-1
CCC(c1nnnn1Cc1ccccc1)N1CCN(c2ccc(OC)cc2)CC1 (stereo not given)	-4	0	0	-7	6	7	8	-1	0	-7
Cn1c(Cn2cnc3ccccc32)nnc1SCc1ccccc1	-1	0	-3	0	1	10	8	-1	-2	-1
CCS(=O)(=O)c1nc(S(=O)(=O)c2ccc(C)cc2)c(N2CC(C)OC(C)C2)s1 (stereo not given)	2	3	1	1	4	3	2	1	-1	-7
CCN(CC)CCCC(C)NC(=O)c1cccc(S(=O)(=O)N2CCc3ccccc32)c1 (stereo not given)	-1	-1	-5	-1	2	-2	-6	7	1	0
COc1cccc(NC(=O)c2cccc(NC(=O)c3ccco3)c2)c1	-1	-1	-3	-1	-3	0	5	-11	-3	1
O=C(Nc1ccc2c(c1)OCCO2)C1CCN(S(=O)(=O)c2cccs2)CC1	-3	-6	1	7	0	-4	4	0	5	7
COc1ccc(NCC(=O)Nc2ccc(Cl)cc2C)c(OC)c1	-5	14	-12	-5	29	-1	8	4	-4	3
CCc1ccc(C(C(=O)NC2CCCC2)N(C(=O)/C=C/C(=O)Nc2cc(C)on2)c2ccccc2C)cc1 (stereo not given)	-11	2	-4	-8	1	10	1	-2	-2	-2
CCn1c(SCC(=O)NC2CCCCC2)nnc1-c1cccs1	3	-6	-6	4	3	-1	-4	0	-1	-1
Cc1ccnc(NC(=O)CN2C(=O)NC(C)(c3ccc4ccccc4c3)C2=O)c1 (stereo not given)	3	-24	-7	4	0	-6	-1	6	6	-4
CCN(c1ccccc1)S(=O)(=O)c1ccc(OC)c(NC(=O)C2CCC2)c1	-4	-5	3	-1	-10	2	2	-3	-2	-1
CC(C)(C)[C@@H]1COC(=O)[C@H](Cc2ccc(F)cc2)C/C=C\C[C@@H](CC(=O)NCCO)C(=O)N1	0	2	4	2	5	-1	-3	1	-2	-10
Cc1nc2oc3c(NCC4CCCO4)ncnc3c2c2c1COC(C)(C)C2 (stereo not given)	8	-1	1	4	2	-2	10	1	6	-5
CN(CC(=O)Nc1ccc(F)c(F)c1F)C(=O)CCc1nc2sc3c(c2c(=O)[nH]1)CCCC3	1	0	0	-3	-4	8	-11	0	9	11

Assay outcomes (PubChem)
